# RGS4 block: human RGS4 inhibition; P49798; HEK293 M3R/RGS4 inducible, Fluo-4 calcium flux; stronger effect = higher value; triggered by carbachol at its EC20; B-score at 10 µM; hit rate 0.45% among 310,000; AID 463165;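 active means B-score, a plate-corrected calcium signal, over three deviations above library mean, with baseline fluorescence within five deviations of library mean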;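 further: RGS4 expression induced by doxycycline in cells with stable M3 receptor; B-score is computed from the integrated fluorescence ratio over baseline after carbachol; higher B-score means a larger calcium signal and so more RGS4 inhibition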
# MrgX1 ag: activates human MrgX1 receptor signaling; MrgX1-HEK293 cells, Fluo-4 calcium fluorescence, agonist mode; stronger effect = higher value; hit rate 0.44% among 310,000; B-score at 10 µM;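 active means calcium response B-score plate-corrected fluorescence ratio at least 3 library SD, with starting fluorescence B-score inside 5 SD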
#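 Material – MrgX1-expressing HEK293 cells · Input – 15,000 cells seeded per well · Dosing – compound as first of three additions · Times – overnight seeding, then 1 h dark dye loading · Measured by – kinetic Fluo-4 NW fluorescence of intracellular calcium · Read-out – B-scored fluorescence response ratio · Benchmarks – positive and negative control wells on each plate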
# HIF act: HIF pathway transcriptional activation; U2OS HRE-luciferase reporter, luminescence; normalized: DMSO 0%, desferrioxamine 100%; activation, % at 7.5 µM (by protocol); hit rate 0.32% among 300,000; AID 1910;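 active means mean activation of at least 10% of the iron chelator positive control signal, with at least half of replicates also reaching 10%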
# SKKanGAS inh: SKKanGAS growth inhibition | S. pyogenes SKKanGAS, kanamycin growth, BacTiter-Glo, 6 h | inhibition, % at 7.5 µM | hit rate 1.3% among 300,000;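 active means mean replicate score, as percent of positive control median, at least 50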;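 further: strain carries kanamycin resistance gene driven by streptokinase promoter and grows in 40 µg/ml kanamycin; loss of luminescence reflects streptokinase promoter inhibition or plain growth inhibition; 0% = median of DMSO wells and 100% = positive control at its reference dose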
# MrgX1 PAM: human MrgX1 positive allosteric modulation, primary screen; Q96LB2; hit rate 0.63% among 310,000; MrgX1-HEK293, Fluo-4 calcium flux, FDSS; stronger effect = higher value; B-score at 10 µM; AID 588675;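 active means plate-corrected calcium response at least 3 library SD above typical, normal starting fluorescence, not activating the receptor alone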;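 further: compound read alongside a low EC10 to EC30 dose of BAM8-22 agonist; peak minus trough fluorescence over baseline measured at the second addition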
# RGS4 pot: potentiators or activators of RGS4; HEK293 M3R/inducible RGS4, carbachol calcium flux Fluo4; stronger effect = lower value; B-score at 10 µM; hit rate 0.92% among 310,000; AID 463111;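 active means B-score of the integrated calcium signal more than 4 SD below the library mean, with starting fluorescence not abnormally high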;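 further: negative B-score means reduced calcium response which marks RGS4 activation or potentiation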
#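 System: HEK293 FlpIn-TREx cells, stable M3R, doxycycline-inducible RGS4. Timing: overnight RGS4 induction, 30 min dye load 37 °C, 20 min compound RT. Also added: carbachol, ECmax concentration. Measured by: Fluo4 fluorescence kinetic imaging of calcium. Evaluation: integrated calcium ratio converted to B score.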
# Platelet DG rel: modulates dense granule release in human platelets; inhibition, %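 (compounds screened at 7.5 µM in platelet-rich plasma)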; AID 1663; hit rate 0.22% among 300,000; human platelet-rich plasma, SFLLRN dense granule ATP release, luminescence;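 active means mean replicate score, as percent of positive control, at or above 50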
# TRPC4 inh: blocks the mouse TRPC4 cation channel. Q9QUQ5. HEK293 TRPC4beta/mu-opioid, DAMGO-evoked Fluo4 calcium flux; stronger effect = lower value. B-score at 10 µM. hit rate 0.39% among 300,000;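 active means B-score over 3 SD under the library average, no early fluorescence shift, positive overall ratio signal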
# Target sequence (Q9QUQ5 whole entry, looked up): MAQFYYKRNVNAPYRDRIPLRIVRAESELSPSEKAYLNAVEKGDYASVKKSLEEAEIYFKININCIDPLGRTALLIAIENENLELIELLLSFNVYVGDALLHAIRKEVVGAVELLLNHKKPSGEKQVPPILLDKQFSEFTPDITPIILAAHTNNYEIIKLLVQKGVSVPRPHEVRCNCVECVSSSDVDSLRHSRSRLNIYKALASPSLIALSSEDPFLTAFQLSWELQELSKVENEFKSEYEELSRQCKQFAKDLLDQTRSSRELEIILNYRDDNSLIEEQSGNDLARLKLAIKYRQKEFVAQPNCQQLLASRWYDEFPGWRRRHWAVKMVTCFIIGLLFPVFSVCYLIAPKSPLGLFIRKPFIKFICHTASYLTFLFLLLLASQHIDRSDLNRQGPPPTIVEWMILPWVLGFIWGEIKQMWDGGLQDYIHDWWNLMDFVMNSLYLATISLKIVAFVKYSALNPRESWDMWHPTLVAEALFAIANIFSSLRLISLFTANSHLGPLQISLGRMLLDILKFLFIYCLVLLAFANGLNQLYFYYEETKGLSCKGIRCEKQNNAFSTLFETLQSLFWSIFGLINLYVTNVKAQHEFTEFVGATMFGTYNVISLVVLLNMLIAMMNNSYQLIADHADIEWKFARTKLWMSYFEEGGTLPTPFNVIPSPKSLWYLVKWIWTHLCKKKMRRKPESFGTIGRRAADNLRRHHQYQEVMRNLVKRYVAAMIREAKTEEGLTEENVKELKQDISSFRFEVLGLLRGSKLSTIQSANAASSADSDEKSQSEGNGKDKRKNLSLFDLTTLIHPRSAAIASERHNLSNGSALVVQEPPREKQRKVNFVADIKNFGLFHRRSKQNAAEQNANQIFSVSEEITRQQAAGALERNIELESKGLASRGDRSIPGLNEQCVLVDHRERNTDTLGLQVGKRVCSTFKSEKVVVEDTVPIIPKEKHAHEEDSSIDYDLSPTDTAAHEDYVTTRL
#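 Material: HEK293 cells with stable TRPC4beta plus mu-opioid receptor expression / Probe or stimulus: DAMGO in two steps, submaximal then maximal / Compound: single concentration per test compound / Technique: kinetic Fluo4 fluorescence imaging of calcium influx / Read-out: per-well B score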
# TRPC6 inhibitor: mouse TRPC6 channel inhibition. Q61143. HEK293-TRPC6, membrane potential dye, ACh-evoked depolarization; stronger effect = lower value. B-score at 10 µM. hit rate 1.1% among 310,000;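 active means B-score under library mean minus 3 SD, initial fluorescence not abnormally high, positive integrated signal ratio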;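 further: B-score derived from integrated fluorescence ratio over the kinetic read; more negative B-score means stronger inhibition of depolarization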
# TRPC6 activator: activates the mouse TRPC6 cation channel; HEK293-TRPC6 membrane potential dye fluorescence; stronger effect = higher value; B-score at 10 µM; Q61143; AID 2550; hit rate 0.13% among 310,000;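 active means B-score of the integrated fluorescence ratio above library mean plus 3 SD, and starting fluorescence ratio within library mean plus 5 SD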;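 further: higher score means more depolarization so channel activation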
# MrgX1 antag: blocks BAM8-22 activation of human MrgX1 receptor | Q96LB2 | MRGX1-HEK293 calcium flux, Fluo-4, BAM8-22 antagonism; stronger effect = lower value | B-score at 10 µM | hit rate 1.3% among 310,000 | AID 588676;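 active means calcium-response B-score plate-corrected more than 3 library SD below zero, starting fluorescence within 5 deviations, no agonist response on first addition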;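 further: peak minus trough fluorescence over baseline after final BAM8-22 challenge near maximal dose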
# Active calls of the source: *; i = inactive; x = no result given.
Structure,HIF act,RGS4 pot,MrgX1 PAM,RGS4 block,SKKanGAS inh,MrgX1 ag,TRPC4 inh,MrgX1 antag,Platelet DG rel,TRPC6 inhibitor,TRPC6 activator
OC1(c2ccc(Cl)cc2)CCN(Cc2nc(-c3cnccn3)no2)CC1,-0.3,i,i,i,-4.9,i,i,i,0.3,i,i
CS(=O)(=O)n1nc(OC(=O)c2cccc3ccccc23)cc1N,0.6,i,6.54*,i,1.0,i,i,i,3.0,i,i
CC1CCc2c(sc3nc(CSc4nnnn4C)[nH]c(=O)c23)C1 (configuration not stated),0.7,i,i,i,8.3,i,i,i,0.3,i,i
COCCCNC(=O)Cn1cc(C(=O)C2CC2)c2ccccc21,-0.9,i,i,i,-4.4,i,i,i,1.5,i,i
CNC(=O)c1ccc(NC(=O)CC23CC4CC(CC(C4)C2)C3)cc1,-22.6,i,i,i,0.3,i,i,i,-2.0,i,i
O=C1Nc2c(c(=O)[nH]c(=O)n2-c2ccccc2)C(C(F)(F)F)(C(F)(F)F)N1,-0.3,i,i,i,-1.6,i,i,i,-0.4,i,i
O=c1cc[nH]c2c(Cl)cccc12,-1.8,i,i,i,-0.8,i,i,i,0.2,i,i
O=C(Nc1ccc(Br)cc1)N1CCCCCCC1,0.9,i,i,i,3.6,i,i,i,-6.4,i,i
CCc1c(C)[nH]c2ccc(C)cc2c1=O,0.5,i,i,i,-2.8,i,i,i,-3.4,i,i
CCn1c(C)nc2cc(S(=O)(=O)C(F)(F)F)ccc21,0.0,i,i,i,-0.5,i,i,i,1.4,i,i
Cc1cccc(NC(=O)CCc2ccccc2)c1,0.4,i,i,i,-0.5,i,i,i,4.9,i,i
COc1ccc(-c2nc(C)sc2CC(=O)O)cc1,x,i,i,i,x,i,i,i,x,i,i
COc1ccc(N2CCN(S(=O)(=O)c3c(C)n(C)c(=O)n(C)c3=O)CC2)cc1,-0.5,i,i,i,-1.2,i,i,i,-5.3,i,i
O=C(O)c1cc([N+](=O)[O-])ccc1C(=O)Nc1cccc([N+](=O)[O-])c1,1.1,i,i,i,-4.3,i,i,i,-3.7,i,i
COC(=O)c1cn(C(=O)c2ccc(Br)o2)c2ccccc12,-0.2,i,i,i,-4.3,i,i,i,2.6,i,i
CC(=O)Nc1c2c(nn1-c1ccccc1C)CS(=O)(=O)C2,0.4,i,i,i,-1.8,i,i,i,1.8,i,i
COc1cc(OC)c(NC(=O)[C@@H]2CCC(=O)N2C2OC(=O)c3c2ccc(OC)c3OC)cc1Cl (some centres not stated),0.1,i,i,i,-0.6,i,i,i,1.1,i,i
Cc1ccc(N(C(=O)Cn2nnc3ccccc32)C(C(=O)NC2CCCCC2)c2cn(C)nc2C)cc1 (configuration not stated),0.6,i,i,i,-5.4,i,i,i,4.5,i,i
CCOC(=O)N1CCN(C(=O)c2ccc(CS(=O)c3ccccc3)o2)CC1 (configuration not stated),-1.3,i,i,i,-7.2,i,i,i,5.8,i,i
COCCNc1nc(SCC(=O)N2CCN(c3ccccc3)CC2)nc2ccccc12,0.1,i,i,i,-5.3,i,i,i,-0.6,i,i
CCCCN(C)CCNC(=O)c1cc(-c2cccnc2)nc2ccc(S(=O)(=O)N3CCC(C)CC3)cc12,-0.2,i,i,i,-3.0,i,i,i,5.8,i,i
Brc1cccc(Nc2nc(-c3cccnc3)cs2)c1,5.9,i,i,i,3.4,i,i,i,1.2,i,i
COCCNC(=O)C1CC(c2ccc(C(F)(F)F)cc2)=NO1 (configuration not stated),-0.2,i,i,i,-2.0,i,i,i,1.4,i,i
COc1ccccc1N(C(=O)c1ccco1)C(C(=O)NC1CCCC1)c1ccncc1 (configuration not stated),0.0,i,i,i,-0.3,i,i,i,-4.8,i,i
Cc1ccsc1C(=O)N1CCCC(CCC(=O)NCc2ccccc2F)C1 (configuration not stated),0.5,i,i,i,2.7,i,i,i,-25.6,i,i
CC(=O)NCCC(=O)Nc1nc(-c2ccccc2Cl)cs1,-0.3,i,i,i,-8.5,i,i,i,3.5,i,i
Nc1ccccc1C#CC(=O)c1ccccc1,-2.2,i,i,i,-3.9,i,i,i,5.3,i,i
CCn1ccnc1C(O)c1cccc2ccccc12 (configuration not stated),-0.2,i,i,i,-5.1,i,i,i,-1.5,i,i
COc1cc(/C=C/C(=O)O)ccc1OCc1cnc(Cl)s1,-0.2,i,i,i,8.2,i,i,i,-5.6,i,i
O=C(CNC(=O)c1ccco1)NCC(=O)OCc1ccccc1Cl,0.4,i,i,i,-13.5,i,i,i,-4.4,i,i
Cc1ccc(-c2cc(C(=O)N/N=C/c3c(C)nn(C)c3C)c3ccccc3n2)c(C)c1,0.0,i,i,i,7.1,i,i,i,4.6,i,i
CCCCNCC(=O)Nc1ccc(NC(=O)CNCCCC)cc1,-0.7,i,i,i,5.7,i,i,i,-3.4,i,i
O=C(O)c1ccc(-c2ccc(/C=N/Nc3ccc([N+](=O)[O-])cc3)o2)cc1,0.3,i,i,i,36.9,i,i,i,13.4,i,43.4*
CC1Cc2ccccc2N1C(=O)CSc1ncc(-c2ccc(F)cc2)n1C (configuration not stated),1.3,i,i,i,-8.3,i,i,i,1.2,i,i
CC(C)c1nnc(NC(=O)CCCC(=O)O)s1,-0.1,i,i,i,1.7,i,i,i,-37.3,i,i
Cc1cnc(C(=O)Nc2ccccc2-c2ccc(C)o2)cn1,-35.9,i,i,i,-5.1,i,i,i,-2.0,i,i
CC(NC(=O)C1CCCN1S(=O)(=O)c1cccc2cccnc12)c1ccccc1 (configuration not stated),x,i,i,i,-2.2,i,i,i,-3.2,i,i
O=C(/C=C/c1ccccc1)Nc1ccc(Cl)cn1,3.8,i,x,i,-0.8,x,i,x,-1.8,i,i
COCCNc1cc(C)c(C#N)c2nc3ccccc3n12,1.7,i,i,i,1.9,i,i,i,-1.4,i,i
O=C(Nc1nccs1)c1ccc2c(=O)n3c(nc2c1)CCCCC3,3.6,i,i,i,3.9,i,i,i,-1.7,i,i
O=C(C1CC(=O)N(C2CCCC2)C1)N1CCC(Cc2ccccc2)CC1 (configuration not stated),0.3,i,i,i,-9.8,i,i,i,-4.3,i,i
COc1ccc(S(=O)(=O)N2CCC(C(=O)NCCc3c[nH]c4ccccc34)CC2)cc1,-1.0,i,i,i,-2.8,i,i,i,1.5,i,i
NC(=O)c1ccsc1NC(=O)COC(=O)c1nc(Cl)ccc1Cl,-2.2,i,i,i,0.1,i,i,i,-1.3,i,i
O=C1CC(N(Cc2ccc3c(c2)OCO3)C(=O)Nc2ccc(F)cc2)C(=O)N1c1ccccc1 (configuration not stated),0.1,i,i,i,x,i,i,i,-13.2,i,i
c1cc2c(cn1)cnc1cscc12,0.6,i,i,i,1.9,i,i,i,-3.8,i,i
Nc1cc2nc[nH]c2cc1N,2.8,i,x,i,0.8,x,i,x,-1.0,i,i
O=C(CN1C(=O)C2C3c4ccccc4C(c4ccccc43)C2C1=O)N1CCOCC1 (configuration not stated),0.2,i,i,i,-1.2,i,i,-5.18*,-0.6,i,i
CC(C)C1Cc2c(C#N)c(N)sc(=S)c2CO1 (configuration not stated),0.1,i,i,i,8.9,i,i,i,x,i,i
C/C=C(\C)CN1CCC(Oc2cc(C(=O)NC3CC3)ccc2OC)CC1,0.0,i,i,i,-3.8,i,i,i,-1.5,i,i
COc1ccc(C2C(C#N)=C(N)Oc3cc(C)n(Cc4ccco4)c(=O)c32)cc1 (configuration not stated),0.0,i,i,i,-0.2,i,i,i,2.7,i,i
CC(C)N1CCc2c(sc(NC(=O)Cc3ccccc3)c2C(N)=O)C1,0.6,i,i,i,-4.1,i,i,i,20.2,i,i
CN(C)[C@@H](CO)c1nnc([C@H](Cc2ccc(O)cc2)NC(=O)C2CCNCC2)o1,-0.9,i,i,i,2.9,i,i,i,11.4,i,i
COc1ccc(C(=O)CCC(=O)Nc2cccnc2)cc1OC,0.2,i,i,i,0.9,i,i,i,-15.6,i,i
O=C(/C=C/c1ccc(Cl)cc1)c1ccc([N+](=O)[O-])o1,0.7,i,i,7.93*,-6.1,i,i,i,-0.4,i,i
CCOc1ccc(CCNC(=O)CCC(=O)N2CCOc3ccc(C)cc32)cc1OCC,-0.1,i,i,i,-1.3,i,i,i,-1.5,i,i
Cc1ccc2c(C(=O)CN3CCCC3)c(C)[nH]c2c1,0.7,i,i,i,-7.7,i,i,i,16.4,i,i
CC(C)C(NS(=O)(=O)c1cccc(C(F)(F)F)c1)C(=O)N1CCc2ccccc2C1 (configuration not stated),-2.8,i,i,i,2.0,i,i,i,-3.2,i,i
CS(=O)(=O)/C(C#N)=C/c1c(-c2ccccc2)nc2n1CCS2,-0.9,i,i,i,9.0,i,i,i,8.5,i,i
Cn1c(CNC(=O)CNC(=O)c2cccc(F)c2)cc(=O)n(C)c1=O,0.2,i,i,i,-2.2,i,i,i,-1.6,i,i
CCOC(=O)Cn1ccc(NC(=O)COc2ccc(F)cc2)n1,-0.1,i,i,i,28.4,i,i,i,1.0,i,i

# Another view of part of the listing above:
# Screens in order: HIF act, RGS4 pot, MrgX1 PAM, RGS4 block, SKKanGAS inh, MrgX1 ag, TRPC4 inh, MrgX1 antag, Platelet DG rel, TRPC6 inhibitor, TRPC6 activator
CC(C)C1Cc2c(C#N)c(N)sc(=S)c2CO1 (configuration not stated)
  0.1, i, i, i, 8.9, i, i, i, x, i, i
C/C=C(\C)CN1CCC(Oc2cc(C(=O)NC3CC3)ccc2OC)CC1
  0.0, i, i, i, -3.8, i, i, i, -1.5, i, i
COc1ccc(C2C(C#N)=C(N)Oc3cc(C)n(Cc4ccco4)c(=O)c32)cc1 (configuration not stated)
  0.0, i, i, i, -0.2, i, i, i, 2.7, i, i

# Screens: PubChem, several laboratories

# No enrichment for hits; overall some 6.1% were active at least once.
